Compound activity as filed in PubChem BioAssay.
TAAR1 antagonist: human TAAR1 antagonism | Q96RJ0 | CHO RD-HGA16 TAAR1, Fluo-8 calcium fluorescence, antagonist | inhibition, % at 3 µM | 1.5% of 360,000 active | AID 624466;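 active = inhibition above a per-plate cutoff, the mean inhibition of test compounds on that plate plus 3 SD, cut at about 49% in these data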;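 also: 0% = DMSO plus EC80 beta-PEA response and 100% = DMSO alone without agonist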
Target sequence (Q96RJ0 whole entry, looked up): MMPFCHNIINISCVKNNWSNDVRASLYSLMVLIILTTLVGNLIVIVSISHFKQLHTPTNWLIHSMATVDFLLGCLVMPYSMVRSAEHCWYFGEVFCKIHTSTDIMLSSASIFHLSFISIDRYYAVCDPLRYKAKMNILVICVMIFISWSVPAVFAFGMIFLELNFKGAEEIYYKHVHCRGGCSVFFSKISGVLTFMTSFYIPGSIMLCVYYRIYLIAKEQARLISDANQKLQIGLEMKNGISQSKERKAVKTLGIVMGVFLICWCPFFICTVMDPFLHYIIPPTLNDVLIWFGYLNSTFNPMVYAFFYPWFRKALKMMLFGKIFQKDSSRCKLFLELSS
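Assay system: RD-HGA16 CHO cells with stable hTAAR1 and Gα16 / Reagent: EC80 β-phenethylamine stimulus / Doses: 3 µM, single point / Timing: dye loading 75 min at 37 °C, then 30 min room temperature / Measured by: Fluo-8 intracellular calcium dye fluorescence, real-time kinetic reads / Controls: vehicle wells and EC80 agonist wells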
CHRM1 antagonist: human CHRM1 antagonism; CHO-K1 hM1, Fluo-8 calcium fluorescence, ACh EC80 antagonist; inhibition, % at 3 µM; 1.3% of 360,000 active;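 active = percent inhibition above its own plate's cutoff, namely the mean of that plate's compound wells plus 3 SD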;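 also: peak over basal fluorescence ratio during 140 s after agonist addition; 0% = ACh EC80 plus DMSO and 100% = DMSO alone without agonist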
M1 PAM: human CHRM1 positive allosteric modulation; P11229; CHO-K1 hM1, Fluo-8 calcium fluorescence, ACh EC20; 0% = ACh EC20, 100% = maximal ACh; activation, % at 3 µM; 0.088% of 360,000 active; AID 588819; in the data active = activation above about 19%, passing the limit was not always enough
V1aR counter: V1a receptor agonism, counter-screen for OXTR agonists; P37288; CHO-V1R cells, Fluo-8 calcium fluorescence, agonist mode; 0% DMSO, 100% 3 nM vasopressin; activation, % at 3 µM; 0.25% of 320,000 active;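 active = activation above the mean activation of all tested compounds plus 3 SD, per screening run, cut at about 20% in these data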;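 also: signal is peak over basal fluorescence ratio across a 100 second FLIPR read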
CHO parental Ca: counter-screen for OX1R antagonists: effect in parental CHO cells | parental CHO-K1, ATP-induced calcium, Fluo-8 fluorescence | inhibition, % at 5.6 µM | 0.63% of 330,000 active;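 active = inhibition above that plate's mean sample inhibition plus 3 SD, cut at about 26% in these data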;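 also: 0% = ATP-challenged DMSO wells and 100% = DMSO wells without ATP; some compounds past the cut are filed as inactive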
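test system = CHO parental line | reagent = ATP stimulus | measured by = intracellular calcium via Fluo-8 no-wash fluorescent dye | control set = ATP and no-ATP DMSO wells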
CHRM1 agonist: activates human CHRM1 receptor; AID 588814; 0.33% of 360,000 active; activation, % at 3 µM; P11229; CHO-K1 hM1, Fluo-8 calcium fluorescence, agonist mode; 0% DMSO, 100% acetylcholine EC100;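 active = activation above the run's mean compound activation plus 3 SD, cut at about 16% in these data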;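 also: peak over basal fluorescence ratio within a 140 s kinetic read after compound addition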
OXTR ag: agonists of human oxytocin receptor; CHO-OTR cells, Fluo-8 calcium fluorescence; normalized: DMSO 0%, oxytocin 100%; activation, % at 3 µM; AID 2435; 0.32% of 320,000 active; P30559;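 active = activation above the mean of all tested compounds plus 3 SD, cutoff set per screening run, cut at about 20% in these data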;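 also: peak over basal fluorescence ratio from a 100 s FLIPR kinetic read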
Target sequence (P30559 whole entry, looked up): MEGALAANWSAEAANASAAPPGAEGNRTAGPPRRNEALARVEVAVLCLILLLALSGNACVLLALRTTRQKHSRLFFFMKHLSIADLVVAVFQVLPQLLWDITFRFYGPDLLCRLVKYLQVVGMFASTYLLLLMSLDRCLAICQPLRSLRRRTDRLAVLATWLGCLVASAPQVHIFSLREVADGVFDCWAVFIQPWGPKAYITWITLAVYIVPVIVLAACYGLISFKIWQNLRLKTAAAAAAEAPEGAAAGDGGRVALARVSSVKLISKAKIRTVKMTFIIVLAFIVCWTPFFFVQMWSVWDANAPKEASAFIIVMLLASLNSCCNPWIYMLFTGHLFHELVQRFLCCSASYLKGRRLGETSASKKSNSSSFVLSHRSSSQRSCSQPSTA
TAAR1 ag: agonists of human TAAR1 | 0.99% of 360,000 active | CHO RD-HGA16 TAAR1, Fluo-8 calcium fluorescence; vehicle wells 0%, saturating PEA agonist 100% | AID 624467 | activation, % at 3 µM;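 active = activation above the mean activation of all test compounds in the run plus 3 SD, cut at about 38% in these data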
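test system = CHO RD-HGA16 cells carrying human TAAR1 plus Gα16 | schedule = 17-24 h seeding, 75 min 37 °C dye, 30 min RT | compound dosing = 3 µM single concentration | control set = DMSO and PEA EC100 | replicates = n 1 | signal = Fluo-8 fluorescence, 5 s baseline then 140 s kinetic read | measure = percent activation vs PEA EC100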
OXTR potentiator: human OXTR potentiation; CHO-OTR cells, Fluo-8 calcium fluorescence, potentiator mode; 0% = oxytocin EC15, 100% = EC100; P30559; 0.061% of 320,000 active; activation, % at 3 µM; AID 2445;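 active = activation above that plate's cutoff, the mean activation of tested compounds plus 3 SD, cut at about 6.6% in these data, passing the limit was not always enough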;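 also: 100% uses oxytocin at 75 nM as the full agonist control; some results filed as inactive read as strong as hits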
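Dosing: Single dose, 3.0 µM nominal final compound concentration | Material: Human OTR in CHO cells | Technique: Kinetic Fluo-8 calcium fluorescence | Benchmarks: EC15 oxytocin alone as 0%, 75 nM oxytocin as 100% | Probe or stimulus: Oxytocin at about EC15, sub-maximal agonist stimulus | Incubation: Compound 6 min at room temperature before oxytocin, 100 s read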
* = called active by the depositor; . = not tested or not shown; & = joins results of further samples. Rows were taken by chance; overall some 3.7% were active at least once.

SMILES	TAAR1 antagonist	CHRM1 antagonist	M1 PAM	V1aR counter	CHO parental Ca	CHRM1 agonist	OXTR ag	TAAR1 ag	OXTR potentiator
Cc1nnc(NC(=O)CSC2=NN3CCCC(=O)N=C3S2)s1	-7	-11	6	0.5	-15	-5	0.0	2	-2
Cc1ccc(C(=O)NCCS(=O)(=O)N2CCN(c3ccccc3F)CC2)cc1[N+](=O)[O-]	18	-17	9	11	-21	-1	6.4	7	-13
O=C(NC(=S)Nc1ccccc1N1CCCCC1)c1cccs1	-46	-9	1	0.3	-41	-8	-1.2	2	-5
CN(C)C(=O)CN1C(=O)NC2(CCCc3ccccc32)C1=O (stereo not drawn)	-23	-7	9	0.5	-5	0	0.9	2	1
CC(=O)Nc1cccc(N2C(=O)CCC2=O)c1	-15	0	2	-0.6	10	-1	0.6	14	-13
COC(=O)c1ccc(NC(=O)C2CCCN2S(=O)(=O)c2ccc(F)cc2)cc1 (stereo not drawn)	8	-26	-2	1.5	-6	-1	0.1	10	-9
O=C(NCCN1C(=O)S/C(=C/c2cccnc2)C1=O)C1=NN(c2ccccc2)C(=O)CC1	10	-8	4	0.2	-26	-5	0.7	0	-7
CC(=O)Nc1ccc(S(=O)(=O)N[C@@H](C)C(=O)N2CCN(c3ccccn3)CC2)cc1	-14	-21	2	0.0	-4	-5	0.0	1	0
COc1cccc(CNC(=O)CCNS(=O)(=O)c2cccc3nonc23)c1	-6	-1	4	1.4	-13	-2	-0.5	1	-6
CC[C@]12c3[nH]c4cc(CCC(=O)N(C)C)ccc4c3CCN1C(=O)[C@@H](CC(=O)NCc1cccc(C(F)(F)F)c1)C[C@@H]2C(=O)N1CCN(C(=O)C2CC2)CC1	-18	-14	7	.	-13	-11	.	1	.
CCOc1ccc(NC(=O)CN(C)C(=O)c2n[nH]c(=O)c3ccccc23)cc1OCC	-8	-6	7	.	.	-2	.	0	.
O=C(OCC(=O)c1c[nH]c2ccccc12)c1ccc(Br)o1	.	2	-1	1.5	-8	-6	1.7	.	-3
Cc1ccc(C2=CN(Cc3ccccc3)CCC2=O)cc1	11	-9	7	4.3	-10	3	1.2	8	3
CCOC(=O)CN(C(=O)Cn1nnc(-c2ccc(OC)cc2)n1)C(C(=O)NC1CCCC1)c1ccc(F)cc1 (stereo not drawn)	14	8	-3	0.9	-12	-6	0.4	3	-5
O=C(CN(C(=O)CNS(=O)(=O)c1ccc(F)cc1)c1ccc(F)cc1)NCc1ccco1	-8	-14	7	-0.3	-12	-1	-0.3	4	-9
O=C(COC(=O)C1CCN(C(=O)c2ccc(Cl)cc2)CC1)NC1CCS(=O)(=O)C1 (stereo not drawn)	11	-1	8	-0.4	-4	-3	0.3	2	-3
COc1ccc(Cl)cc1S(=O)(=O)N1CCN(C(=O)COc2ccccc2)CC1	-4	-11	4	1.0	-30	-4	1.0	3	-8
CC(=O)c1ccc(NC(=O)c2ccc3nc(-c4ccco4)c(-c4ccco4)nc3c2)cc1	.	-12	3	0.3	-2	1	0.7	.	-7
O=C(CN1CCN(c2ncccn2)CC1)NCCC1=CCCCC1	11	-3	-1	-0.5	-3	-2	-1.0	10	-1
CCN(CC)c1ccc(NC(=O)COC(=O)CCc2cc(OC)c(OC)c(OC)c2)cc1	-10	-8	1	.	.	-6	.	2	.
CSC(=NCc1cccnc1)NS(=O)(=O)c1cccs1	-6	-6	5	1.7	2	-3	0.3	2	-12
CC(=O)NC(=S)Nc1ccc(NC(=S)NC(=O)c2cccs2)cc1	-16	-4	3	0.6	-10	-1	-0.2	0	-1
N#CCSc1nnc(-c2sc3ccccc3c2Cl)o1	-17	-10	5	2.7	-20	-6	0.7	6	-11
CC(=O)NCCc1nc2cc(NC(=O)c3ccc(F)cc3)ccc2n1C	-22	-12	9	.	.	-1	.	4	.
O=S(=O)(NCc1ccco1)c1ccc2c(c1)Cc1ccccc1-2	17	5	-1	0.2	-14	-4	0.4	9	-5

Quoted at random: 3 compounds from above
SMILES	TAAR1 antagonist	CHRM1 antagonist	M1 PAM	V1aR counter	CHO parental Ca	CHRM1 agonist	OXTR ag	TAAR1 ag	OXTR potentiator
CCOc1ccc(NC(=O)CN(C)C(=O)c2n[nH]c(=O)c3ccccc23)cc1OCC	-8	-6	7	.	.	-2	.	0	.
Cc1ccc(C(=O)NCCS(=O)(=O)N2CCN(c3ccccc3F)CC2)cc1[N+](=O)[O-]	18	-17	9	11	-21	-1	6.4	7	-13
CC(=O)NCCc1nc2cc(NC(=O)c3ccc(F)cc3)ccc2n1C	-22	-12	9	.	.	-1	.	4	.

Next results:
SMILES	TAAR1 antagonist	CHRM1 antagonist	M1 PAM	V1aR counter	CHO parental Ca	CHRM1 agonist	OXTR ag	TAAR1 ag	OXTR potentiator
COc1cc(CN2CCN(Cc3ccccc3C(F)(F)F)CC2)cc(OC)c1OC	-3	2	-11	-0.1	-23	-8	-1.7	3	-15
O=C(O)c1nc(N2CCOCC2)nc(N2CCOCC2)n1	-7	2	3	-0.5	-3	-2	0.8	6	0
CCOC(=O)c1c(C)[nH]c(C)c1C(=O)COC(=O)CNC(=O)C1CCCCC1	-1	4	2	0.1	-10	-4	-1.9	1	-1
COc1ccc(NC(=O)C2CCCN2C(=O)Oc2ccccc2)cc1 (stereo not drawn)	-1	-6	11	0.3	-10	-3	-0.3	1	0
O=C(Nc1ccc(C(F)(F)F)cc1)C1CCN(c2cnccn2)CC1	-27	-2	1	7.4	7	-2	1.5	1	-5
COc1cc(C2C3=C(CC(c4ccco4)CC3=O)Nc3ccccc3N2C(C)=O)cc(OC)c1OC (stereo not drawn)	5	3	6	-1.1	-8	-3	0.9	4	-8
CCOc1ccc(-n2c(Cc3cc(=O)[nH]c(=O)[nH]3)nnc2SCC(=O)Nc2nnc(C)s2)cc1	-2	0	9	0.4	0	-6	0.7	2	-2
CNc1n[nH]c(-c2ccccc2)n1	-28	7	-3	.	.	-2	.	2	.
CCOC(=O)CNc1nc(Cl)nc(Nc2ccc(C)cc2)n1	-27	-2	1	-0.8	-13	-5	-1.8	-2	-4
O=C(Cn1c(CO)nc2ccccc21)NCc1ccc2c(c1)OCO2	-3	-13	2	0.6	-10	-3	-0.7	1	-8
CCCN(CCC)CCCNC(=O)C1CCC(CNS(=O)(=O)c2cccc3nsnc23)CC1 (stereo not drawn)	.	51*	-19	0.1	-12	-6	0.8	.	-2
CCOC(=O)[C@@H]1[C@H]2COc3ccccc3[C@H]2N2C(=O)N(c3ccc(C(F)(F)F)cc3)C(=O)[C@]12C	3	34*	-20	3.6	46*	-2	6.0	8	-14
COc1ccc(C(=O)N/N=C/c2ccc(OC)c(CN3CCc4cc(OC)c(OC)cc4C3C)c2)cc1 (stereo not drawn)	5	4	-2	0.2	-18	-8	-1.9	-1	-1
Cc1nc2nc[nH]n2c(=O)c1NC(=O)CC12CC3CC(CC(C3)C1)C2	-8&-6	14&-5	-7&9	0.8&0.2	-13&-8	-1&-6	0.8&0.9	7&-2	-3&-2
CCc1ccc(-c2cc(C(=O)N/N=C/c3ccco3)[nH]n2)cc1	12	-5	7	-0.4	-12	-4	-0.9	4	-15
COc1ccc(-c2csc(N3CCN(c4cc(C)nc5ccccc45)CC3)n2)cc1OC	60*	25	-9	-0.7	-29	-4	-0.8	7	-1
CC(=O)c1sc(NC(=O)CS(=O)(=O)c2ccc(F)cc2)nc1C	-5	-11	8	0.1	-6	-2	0.1	0	-8
CCCN(CCC)S(=O)(=O)c1ccc(C(=O)Nc2ccc(S(=O)(=O)Nc3nnc(CC)s3)cc2)cc1	-19	-14	7	.	.	-6	.	10	.
Cc1ccc([N+](=O)[O-])cc1S(=O)(=O)N1CCC(C)CC1	-10	6	-6	-1.7	-5	-11	-2.2	-2	-8
COc1ccc(-n2nc(C(=O)NCC(=O)NC3CCCCC3)c3ccccc3c2=O)cc1	31	-3	1	-1.3	-20	-2	-2.1	11	-6
COc1ccc(S(=O)(=O)N2CCC(C(=O)NCc3cccnc3)CC2)cc1Cl	-3	-6	6	1.2	6	-9	0.4	0	-6
Cc1ccc(OCc2nnc(SCc3cc(=O)[nH]c4ccccc34)n2-c2ccccc2)cc1	-16	-6	7	0.0	-23	9	-1.9	2	-2
C=CCn1c(O)c(N=NC(=O)OCC)c2ccccc21	-21	-10	13	-0.5	-11	-7	-3.2	0	2
Cc1ccc(Cl)cc1NS(=O)(=O)c1ccc2c(c1)NC(=O)C(C)C(=O)N2 (stereo not drawn)	-16	2	-5	-0.1	-5	0	-0.3	1	-1
CC(=O)Nc1ccc(NC(=O)CC(c2ccccc2)c2ccccc2)cc1	-11	-25	17	-1.1	-23	1	-0.5	8	-16

The listing continues.
SMILES	TAAR1 antagonist	CHRM1 antagonist	M1 PAM	V1aR counter	CHO parental Ca	CHRM1 agonist	OXTR ag	TAAR1 ag	OXTR potentiator
CC(C)(C)C1CCC(C(=O)Nc2ccc(N3CCOCC3)cc2N2CCOCC2)CC1 (stereo not drawn)	-4	-6	4	-1.3	-14	-4	-2.3	-1	0
Cc1cc(C(=O)CSc2nnc(-c3cccs3)n2Cc2ccccc2)c(C)n1C	11	-4	-6	1.0	-13	-3	-2.6	10	-8
CC(=O)Nc1nc(CC(=O)c2ccccc2)cs1	-6	13	5	0.0	-3	3	1.9	1	-5
C=CCS/C(=N\n1cnc2ccccc2c1=O)N1CCCCC1	0	-6	11	0.5	-14	-3	-0.8	13	-2
COc1cc(/C=C(\C#N)C(=O)NC2CCCCC2C)ccc1OS(=O)(=O)c1ccc(C)cc1 (stereo not drawn)	-3	11	2	0.5	-29	-1	-1.0	0	-12
Cc1nc2ccc(S(=O)(=O)NCC(=O)N3CCc4ccccc43)cc2s1	1	-4	3	-0.4	-20	-4	-2.1	-1	2
COC(=O)CC1SC(=O)NC1=Nc1cccc(C)c1 (stereo not drawn)	2	-9	9	0.6	13	-3	6.2	9	-15
C/C(=N\NC(=O)c1cc(C)nc2ccccc12)c1ccncc1	-2	-11	8	-0.5	-18	1	-1.1	0	-6
O=C(CC(=O)Nc1nc(C23CC4CC(CC(C4)C2)C3)cs1)NCCO	-14	-12	9	-1.0	-15	-3	1.3	16	-12
CC(C)CCn1nnnc1C(c1ccc(F)cc1)N1CCN(C(=O)c2ccco2)CC1 (stereo not drawn)	2	-10	-4	-0.4	-6	-3	-0.1	5	-17
CN(C)CCNC(=S)NC1CCCCC1	-5	0	3	-1.2	-3	-15	0.8	3	-8
COCCN1C[C@@H](CO)O[C@@H](n2cnc3c(N4CCN(CCO)CC4)ncnc32)C1	1	-11	8	.	.	-3	.	2	.
C=CCn1cc(C(=O)OC)c(=O)c2cc(S(=O)(=O)N3CCCCCC3)ccc21	7	1	0	-0.8	-11	-5	-0.9	7	0
